Bioassay records (PubChem BioAssay)
UDG counterscr – blocks uracil-DNA glycosylase in AID counter-screen. FRET deamination/UDG coupled assay, UDG read, 4 h. Potency, µM (doses to about 115 µM), for the others: at the top dose activity change, negative = inhibition, hits mostly inhibitors. 91,000 tested, 0.14% active. AID 1347430; note: nearly all actives have a fitted effect of over 65% in size
AID inh – activation induced cytidine deaminase inhibition. Q9GZX7. AID deamination FRET fluorescence, UDG-coupled, 4 h. Potency, µM (doses to about 115 µM), without a hit: at the highest dose activity change, negative = inhibition, hits mostly inhibitors. 91,000 tested, 0.32% active. AID 1347428; note: nearly all actives have a fitted effect of over 25% in size
Target sequence (Q9GZX7 whole entry, looked up): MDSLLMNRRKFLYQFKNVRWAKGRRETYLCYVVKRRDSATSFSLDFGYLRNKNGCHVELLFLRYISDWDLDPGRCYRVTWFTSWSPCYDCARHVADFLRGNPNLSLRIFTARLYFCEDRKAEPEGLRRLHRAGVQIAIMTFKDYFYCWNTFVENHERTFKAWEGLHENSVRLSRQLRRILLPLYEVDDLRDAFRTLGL
An asterisk follows results filed as active; ? = inconclusive; & = joins results of further samples; [ ] = dose if it differs, or a comment. Calls come from the whole dose curve; as a rule, active = well fitted curve in the direction sought with a large enough effect; inconclusive = small, poorly fitted or top-dose-only effect, or another doubt; inactive = no such curve, though single readings can be large; an effect the other way counts as inactive or inconclusive. % is set by controls: 0 for no effect and ±100 for the full control effect; potency is the fitted concentration of half-maximal effect. The list is partial, so the mix of outcomes need not match the whole.

Molecule | UDG counterscr | AID inh
C=CCOc1ccc(CN(C)CC(=O)NC(=O)NCc2cccs2)cc1 | -3.1% | 3.4%
Cc1ccc(NC(=O)Cn2cc(C(=O)C3CC3)c3ccccc32)cc1 | 19.0% | 13.8%
O=C(NCc1ccc(F)cc1)c1ccc2nc(N3CCCCC3)sc2c1 | -11.9% | -0.3%
COc1cc(C(C)=O)ccc1OS(=O)(=O)c1ccc2c(c1)CCC2 | -1.5% | -4.2%
CCOC(=O)c1oc2cc(OCC(=O)OC)ccc2c(=O)c1-c1ccc(OC)c(OC)c1 | 0.4% | 3.0%
CC(C)CC(=O)NCCc1ccccn1 | 6.5% | 3.3%
CSc1nc(-c2ccccc2)c2ccccc2n1 | 4.7% | 16.0%
N#C/C(=C/c1ccc(OCc2ccccc2C#N)c(Br)c1)c1ccccc1 | -11.8% | -4.0%
CCN(CC)CCCNC(=O)CSc1c2c(nc3cc(Cl)ccc13)CCCC2 | -0.9% | -4.5%
CCOc1ccc(C2C(C(N)=O)=C(C)Nc3nc(SCc4ccccc4)nn32)cc1 (centres undefined) | -8.2% | 37.8%[activator]
COc1ccc(NC(=O)CSC2=Nc3ccccc3C3=NC(CC(=O)NCc4ccc5c(c4)OCO5)C(=O)N23)cc1 (centres undefined) | 28.9% | 0.6%
COC(=O)c1c(C)[nH]c(C(=O)C(C)OC(=O)c2cccc(F)c2)c1C (centres undefined) | -3.8% | -1.5%
COC(=O)c1ccc(CSc2c(C(C)C)cnc3c2c(=O)n(C)c(=O)n3C)cc1 | 2.5%[57.5 µM] | -5.7%
CC(NC(=O)NC12CC3CC(CC(C3)C1)C2)c1ccc(Br)cc1 (centres undefined) | -4.1% | -4.6%
Cc1cc(C)cc(Oc2coc3cc(OCC(=O)NC4CCCCC4)ccc3c2=O)c1 | 5.6% | 0.8%
CC(C)(C)c1ccc(S(=O)(=O)/C=C/C#N)cc1 | -7.3% | 6.4%
O=C1Nc2ccc(I)cc2/C1=C/c1cc(Br)c(O)c(Br)c1 | -0.3% | ?
O=C(OCc1ncc(-c2ccccc2)o1)c1ccc(Cl)nc1 | -2.1% | -7.4%
CCN(CC)S(=O)(=O)c1cc(C)c(C)c(N)c1 | 1.4% | 8.0%
CC(=O)c1ccc(NCC(=O)N2N=C(c3ccc(C)o3)CC2c2ccco2)cc1 (centres undefined) | 1.7% | -11.3%
CCn1c(SCc2cc(OC)c(OC)cc2Br)nc2cc(S(N)(=O)=O)ccc21 | -10.9% | -11.0%
COc1ccccc1CNC(=O)C(CC(C)C)NS(=O)(=O)c1ccc2c(c1)oc(=O)n2C (centres undefined) | -7.1% | 1.1%
CN(C(=O)c1ccc2c(c1)N(Cc1ccc(F)cc1)C(=O)c1ccccc1S2(=O)=O)C1CCCCC1 | -21.5% | ?
O=C(CNS(=O)(=O)c1ccc(Br)s1)N1CCN(c2ccc(F)cc2)CC1 | 7.0% | 2.9%
COc1ccc(-c2cc(C(F)(F)F)nc(SCC(=O)NCc3ccc(Cl)cc3)n2)cc1 | -2.8% | 0.0%
O=C(CN1C(=O)C2(SCC(=O)N2c2ccccc2)c2ccccc21)NCc1ccccc1 (centres undefined) | 10.9% | 4.2%
Clc1ccc(NCc2nnc3n2CCCCC3)cc1 | 1.1% | -0.3%
O=C(Cc1csc(-c2cccs2)n1)NCc1ccc(F)cc1 | -5.2% | 47.4%[activator]
COc1cc(OC)cc(-c2cc3nc(C)c(CCC(=O)Nc4ccc(F)c(Cl)c4)c(C)n3n2)c1 | -2.8% | 7.0%
Cc1ccc(Nc2c(-c3ccc(O)cc3)nc3cccc(C)n23)cc1 | -18.1%[57.5 µM] | 7.4%

Fetched by structure from the entries so far:
Molecule | UDG counterscr | AID inh
COc1cc(OC)cc(-c2cc3nc(C)c(CCC(=O)Nc4ccc(F)c(Cl)c4)c(C)n3n2)c1 | -2.8% | 7.0%
CCn1c(SCc2cc(OC)c(OC)cc2Br)nc2cc(S(N)(=O)=O)ccc21 | -10.9% | -11.0%
COc1ccc(-c2cc(C(F)(F)F)nc(SCC(=O)NCc3ccc(Cl)cc3)n2)cc1 | -2.8% | 0.0%
CSc1nc(-c2ccccc2)c2ccccc2n1 | 4.7% | 16.0%
CN(C(=O)c1ccc2c(c1)N(Cc1ccc(F)cc1)C(=O)c1ccccc1S2(=O)=O)C1CCCCC1 | -21.5% | ?
COc1cc(C(C)=O)ccc1OS(=O)(=O)c1ccc2c(c1)CCC2 | -1.5% | -4.2%

Remaining list, next part.
Molecule | UDG counterscr | AID inh
CC(C)(C)OC(=O)N1CCC(c2c(C(=O)NCCCN3CCc4ccccc4C3)cnn2-c2ccccc2)CC1 | 47.9%[activator] | ?
O=C1CSc2ccc(S(=O)(=O)Nc3cccc(Cl)c3Cl)cc2N1 | -3.4% | -5.2%
CC(=O)Nc1ccc(S(=O)(=O)NCc2cccn2Cc2cccc(C)c2)cc1 | ? | -1.7%
O=S(=O)(NCCc1csc(-c2cccnc2)n1)c1ccc(Cl)s1 | 5.9% | -1.8%
CCCCN(CC)CCCNC(=O)c1cc2c(-c3ccc(OC)c(OC)c3)nn(C)c2s1 | ? | ?
COc1cc(NC(=O)CCn2c(=O)oc3ccccc32)cc(OC)c1OC | 9.2% | 27.1%
COc1ccc(C2Nc3c(C)cc(C)cc3-c3cc(C)nn32)cc1OC (centres undefined) | -8.8% | -3.3%
CCC(=O)N1c2ccccc2CC1C(=O)N1CCN(c2ccccc2F)CC1 (centres undefined) | 0.0% | -22.6%
S=C(NCCC(c1ccccc1)c1ccccc1)Nc1ccccc1 | -19.8% | -27.6%
COc1ccc(OC)c(NC(=O)c2oc(=O)c3ccccc3c2-c2ccccc2)c1 | -2.7% | ?
O=C(CSCc1nc2cccnc2n1C1CCCCC1)NCc1cccc(Br)c1 | ? | -11.3%
CC(C)(C)c1ccc(O)c(C(C)(C)C)c1O | 1.7% | -5.5%
Cc1ccc(S(=O)(=O)c2nnn3c2nc(N2CCN(c4ccc(F)cc4)CC2)c2cc(Cl)ccc23)cc1C | -4.9% | 11.8%
COCCS(=O)(=O)c1ccc(C(=O)N(C)C)cc1 | -17.6% | -4.2%
Cc1ccc(C)c(C(=O)Nc2ccc(-c3nc4ccccc4s3)cc2)c1 | 6.3% | 2.3%
Cc1cc2c(cc1C)CSC(c1ccccc1OC(=O)c1cccc3ccccc13)SC2 | -15.2% | -10.0%
O=C(c1ccc(F)cc1)N1CCC(c2nc(-c3ccc(S(=O)(=O)N4CCCC4)cc3)no2)CC1 | -9.2% | 1.7%
Cn1c(=O)[nH]c(=O)c2c1nc(Sc1ccccc1)n2Cc1ccccc1 | 0.8% | 7.7%
O=C(N1CC23C=CC(CC2CC12CCCCC2)O3)C(F)(F)F (centres undefined) | -3.8% | -5.8%
O=C(CCCCn1c(=O)c2ccccc2n(Cc2ccccc2F)c1=O)NCc1ccccc1Cl | -7.1% | 26.2%
Cc1ccc2c(c1)NC(=O)C(CC(=O)Nc1ccccc1Cl)O2 (centres undefined) | -1.8% | 10.9%
Cn1c(SCc2ccccc2F)nc2c([nH]c3ccccc32)c1=O | -2.5%[57.5 µM] | 2.1%
O=C(Cc1cn2ccsc2n1)Nc1ccc(S(=O)(=O)N2CCCCCC2)cc1 | 1.2% | 4.6%
Cc1ccc2oc(-c3cc(NC(=O)c4cc([N+](=O)[O-])ccc4N4CCOCC4)ccc3Cl)nc2c1 | 37.3%[activator] | -15.1%
O=C(Cn1ncc2c3ccccc3n(Cc3ccccc3)c2c1=O)N1CCCCCC1 | -25.1%[57.5 µM] | ?
CCOC(=O)CC(NS(=O)(=O)c1cc(-c2cc(C)no2)ccc1C)c1ccc(C)cc1 (centres undefined) | -28.9% | 0.6%
CC(Sc1nc(-c2ccco2)nc2ccccc12)C(=O)N(C(C)C)C(C)C (centres undefined) | -14.9% | -3.1%
COC(=O)c1ccc(OC(=O)C2(c3ccccc3)CCCC2)cc1 | -2.2% | -9.0%
Cn1cc(C(C(=O)O)N2CCN(c3ccc(Cl)cc3)CC2)c2cc(C(=O)O)ccc21 (centres undefined) | -10.6% | -4.2%
CCOC(=O)c1cccc(NC(=O)CC2C(=O)N(c3ccc(OC)cc3)C(=O)N2C2CCCC2)c1 (centres undefined) | 8.0%[57.5 µM] | 8.1%

The list goes on.
Below each SMILES – UDG counterscr, AID inh
> COC(=O)COc1c(Br)cc(/C=C2/NC(=O)NC2=O)cc1Br
  2.8%, 0.7%
> Cc1ccc(NCc2cc3cccc(C)c3[nH]c2=O)c(C)c1
  -1.1%, 0.4%
> Cc1ccc2c(Cl)cc(Cl)c(OCC(=O)NCC(F)(F)F)c2n1
  7.3%, 21.2%
> Cc1cc(C(=O)NCc2ccccc2Cl)c2c(C)nn(-c3ccccc3)c2n1
  -6.0%, 10.2%
> CCN(CC)S(=O)(=O)c1ccc(C)c(NC(=S)Nc2ccccc2C(C)(C)C)c1
  -3.0%, -1.3%
> CCn1cnc2c1c(=O)n(CC(=O)OCCOc1ccccc1)c(=O)n2Cc1ccccc1
  1.7%, -2.7%
> COc1cccc(-n2cc(C(=O)OCc3ccc(Cl)cc3)c3ccccc3c2=O)c1
  -5.7%, -5.5%
> Cc1ccccc1NC(=O)c1oc2c(c1C)-c1nn(Cc3cccc(Cl)c3)cc1CC2
  -15.6%[57.5 µM], 61.7%[activator]
> CCC12CN3CC(C)(CN(C1)C3c1ccc(O)cc1O)C2=O (centres undefined)
  10.0%, 57.8%[activator]
> CN1CCC(NC(=O)CCc2ncc(-c3ccccc3)o2)CC1
  -2.7%, -4.1%
> COc1ccc(-c2nc(COC(=O)C3(O)CCCCC3)cs2)cc1
  14.2%, -0.7%
> Cc1ccc(Cl)cc1NC(=S)NCCSc1ccccc1
  4.7%, -9.4%
> CCOc1cc(C(=O)OCC(=O)Nc2ccc(F)c(Cl)c2)ccc1OCC(=O)N1CCCCC1
  -1.7%, 1.2%
> Cc1cc(C)c2sc(N(Cc3cccnc3)C(=O)CCOc3ccccc3)nc2c1
  4.5%, 11.8%
> CN(Cc1ccccc1)C(=O)c1cc(-c2cccc(Cl)c2)n[nH]1
  -6.4%, -1.2%
> CCOc1cc2c(cc1OCC)C(CC(=O)OC)N(C(=O)Nc1cc(OC)ccc1OC)CC2 (centres undefined)
  -1.5%, 3.4%
> Cc1ccc(CNC(=O)Cn2c(=O)n(-c3ccc(C)cc3)c(=O)c3c2c2cc(C)ccc2n3C)cc1
  -4.8%, 10.2%
> O=C(Cc1scnc1-c1cccs1)NCCc1ccccc1
  -8.2%, 9.1%
> O=C(Nc1c(N2CCCC2)c2ccccc2oc1=O)c1ccc(Br)o1
  8.7%, 4.7%
> Cc1oc2c(cc(NS(=O)(=O)c3ccc(C(C)C)cc3)c3ccccc32)c1C(=O)O
  -28.5%, -25.0%
> N#CCSc1ccccc1C(=O)O
  3.4%, 3.2%
> Cc1ccc(OCC(=O)Nc2nc(-c3ccc(Br)s3)ns2)cc1C
  0.5%, 4.2%
> O=C(Oc1ccc2c(-c3cc4ccccc4oc3=O)cc(=O)oc2c1)N1CCOCC1
  12.2%, 8.3%
> Cn1cnc2c(=O)oc3ccc(S(=O)(=O)N4CCN(c5cccc(C(F)(F)F)c5)CC4)cc3c21
  -3.1%[57.5 µM], 7.1%
> CN(C)Cc1ccccc1CNC(=O)Cc1nn(C)c(=O)c2ccccc12
  1.1%, 5.9%
> O=C(COc1ccc(Br)cc1CO)Nc1ccccc1
  -3.3%, -2.4%
> CCOC(=O)CSc1nnc(-c2ccc(OC)cc2)o1
  42.0%[activator], 5.7%
> COc1cc(NC(=O)c2c(C)nn(-c3ccc(F)cc3)c2-n2cccc2)cc(OC)c1
  2.0%, -16.9%
> CC(=O)c1ccc(NC(=O)c2nn(C)c3c2COc2ccccc2-3)cc1
  3.1%, -1.2%&-2.5%
> Cc1cccc(-n2ccc(C=O)c2)c1C
  -0.8%, -8.4%
> CC(C)Cc1nnc(NC(=O)c2ccc3c(ccn3C)c2)s1
  ?, -4.9%
> Cc1ccc(S(=O)(=O)Nc2cccc(-c3ccc(N4CCCCC4)nn3)c2)s1
  -3.2%, ?
> Oc1ccccc1-n1cccc1
  -0.9%, -1.6%
> CC(C)c1nc2cc(NC(=O)NCc3ccccc3)ccc2o1
  1.6%, -6.7%
> COc1cccc(CNC(=O)c2ccc(CN3CC(=O)N4CCCCC4C3=O)cc2)c1 (centres undefined)
  -4.8%, -0.2%
> CC(NCC(=O)NC1CCCCC1)c1cccc(C(F)(F)F)c1 (centres undefined)
  3.8%, -1.0%
> Cc1ccc(Nc2nc(CSc3nnnn3C3CC3)cs2)cc1
  -1.9%, -8.2%
> O=C(CCC1N=C2c3ccccc3N=C(SCc3ccc(Cl)cc3)N2C1=O)NC1CCCCC1 (centres undefined)
  23.1%, -3.0%
> COc1cccc(CN)c1OCC(C)C
  0.2%, 13.1%
> COc1cccc2cc(-c3csc(Nc4ccccc4Br)n3)c(=O)oc12
  -4.9%, -6.0%

Quoted from the listing:
Cc1ccc(OCC(=O)Nc2nc(-c3ccc(Br)s3)ns2)cc1C in UDG counterscr = 0.5%
CCOC(=O)CSc1nnc(-c2ccc(OC)cc2)o1 in UDG counterscr = 42.0%[activator]

(more compounds)
Below each SMILES – UDG counterscr, AID inh
> Cc1ccc(F)cc1NC(=O)C(C)C
  -2.1%, 0.3%
> CCCCC1CCC(C(=O)Nc2ccc(OC)c3ncccc23)CC1 (centres undefined)
  -5.3%, 5.1%
> Cc1noc(/C=C/c2ccco2)c1S(=O)(=O)N1CCC(C(=O)Nc2ccc(F)c(Cl)c2)CC1
  -5.8%[57.5 µM], 9.9%
> COc1ccc(NC(=O)COC(=O)c2nn(C)c(=O)c3ccccc23)cc1Cl
  10.2%, -5.6%
> N#C/C(=C/c1ccccc1)S(=O)(=O)c1ccc(F)cc1
  -0.8%, -13.9%
> CCN(Cc1ccccc1)S(=O)(=O)c1cc(Br)cc2c1N(C(=O)C1CC1)CC2
  -7.1%, -12.2%
